# Screening results as filed in PubChem BioAssay.
# OXTR potentiate = potentiators of human oxytocin receptor. P30559. CHO-OTR cells, Fluo-8 calcium fluorescence, potentiator mode; 0% = oxytocin EC15, 100% = EC100. activation, % at 3 µM. actives 0.061% (n = 320,000);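 active = activation above that plate's cutoff, the mean activation of tested compounds plus 3 SD, cut at about 6.6% in these data, passing the limit was not always enough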;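 also: 100% uses oxytocin at 75 nM as the full agonist control; some results filed as inactive read as strong as hits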
# Target sequence (P30559 whole entry, looked up): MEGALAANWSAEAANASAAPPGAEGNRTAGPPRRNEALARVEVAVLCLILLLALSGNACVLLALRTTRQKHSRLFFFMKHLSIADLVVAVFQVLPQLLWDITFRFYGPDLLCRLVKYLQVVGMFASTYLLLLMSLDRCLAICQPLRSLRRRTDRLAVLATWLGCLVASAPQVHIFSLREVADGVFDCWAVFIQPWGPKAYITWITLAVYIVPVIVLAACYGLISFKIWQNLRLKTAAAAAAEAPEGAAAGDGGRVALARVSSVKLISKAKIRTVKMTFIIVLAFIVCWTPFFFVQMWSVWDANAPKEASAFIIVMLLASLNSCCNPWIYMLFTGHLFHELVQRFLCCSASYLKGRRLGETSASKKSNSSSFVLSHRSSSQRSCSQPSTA
#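 Measured by – Fluo-8 calcium dye fluorescence · Test system – human OTR in CHO cells · Dosing – one concentration, 3.0 µM compound · Controls – EC15 oxytocin alone as 0%, 75 nM oxytocin as 100% · Evaluation – normalized max/min fluorescence ratio, % activation · Timing – 6 min pre-incubation, 100 s read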
# CHO parental Ca = counter-screen for OX1R antagonists: effect in parental CHO cells. parental CHO-K1, ATP-induced calcium, Fluo-8 fluorescence. inhibition, % at 5.6 µM. actives 0.63% (n = 330,000). AID 463079;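 active = inhibition above that plate's mean sample inhibition plus 3 SD, cut at about 26% in these data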;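 also: 0% = ATP-challenged DMSO wells and 100% = DMSO wells without ATP; some compounds past the cut are filed as inactive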
#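 Assay system: parental CHO cells; Read-out basis: percent inhibition of ATP-evoked calcium rise, normalized to controls; Benchmarks: ATP and no-ATP DMSO wells; Compound dosing: single nominal dose of 5.6 µM per compound; Signal: Fluo-8 calcium dye fluorescence; Also added: ATP as calcium-mobilizing challenge; Repeats: singlicate.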
# * hit, by the source's call. A portion of the library; count on the stated rates, not on these rows.
SMILES,OXTR potentiate,CHO parental Ca
CCC(C)[C@@H](N)C(=O)N/N=C/c1cccc2nccnc12 (stereo partly drawn),-2.1,12.1
CN=c1scc(-c2ccccc2Br)n1/N=C/c1ccc[nH]1,-22.2,-4.2
O=C(c1ccc(Br)o1)N1CCc2ccccc21,-0.7,-8.8
CC(C)c1cccc(C(C)C)c1NC(=O)c1ccc(OCC(=O)NCc2ccccc2)cc1,2.9,1.5
Oc1c(Br)cc(/C=N/n2c(-c3ccccc3)n[nH]c2=S)c(Br)c1O,4.1,7.5
Cn1cnc2c1c(=O)[nH]c(=O)n2C,-4.3,-4.7
O=c1nc(/C=C/c2ccc(-c3ccc(F)cc3)o2)cc(C(F)(F)F)[nH]1,-10.1,12.5
COc1ccc2[nH]c(C(=O)NCCN3CCCCC3)cc2c1,-9.6,-6.7
CCCc1nc2sc3c(=O)n(N)cnc3c2c2c1COC(C)(C)C2,-10.9,-1.3
CCOC(=O)c1nn(-c2ccc(Cl)cc2Cl)c(=N)c(C#N)c1C,-5.4,20.2
CC(C)(C)c1ccc(/C([O-])=C(/C(=S)NCc2ccco2)[n+]2ccccc2)cc1,-7.4,-4.8
COC(=O)[C@@H]1CC[C@H](C)[C@@H](c2ccc(C)cc2)N1C(=O)c1ccc(/C=N/O[C@@H](C)CN2CCCCc3nc(C)c(C)cc32)cc1,-9.1,-7.8
COc1ccccc1-c1n[nH]c(=S)n1Cc1ccco1,-4.0,-5.2
Cc1cc(C)n2nc(SCc3cc(=O)oc4cc(O)ccc34)nc2n1,-7.7,-19.8
OCCN1C[C@H](O)[C@@H](O)[C@H](O)[C@H]1CO,-2.3,-11.1
CCN(CC)C(=O)CSc1nnc(COc2cccc(C)c2)n1C,-17.9,-19.8
O=C(N1CCNCC1)N1CCOCC1,-5.4,5.2
CCN(C(=O)COC(=O)c1cccc(NS(=O)(=O)c2ccc(F)c(F)c2)c1)C1CCS(=O)(=O)C1 (stereo not drawn),-16.7,-5.5
NC(=O)c1ccsc1N,-11.6,-2.6
N#Cc1nc(-c2ccc(OCc3ccccc3)cc2)oc1NCCN1CCOCC1,-13.4,-7.7
CC(C)CCNC(=O)c1ccc(Cl)c(N)c1,2.0,-10.8
N#CC1=C(Nc2ccccc2)SC=C(c2ccc(F)cc2)N=C1N1CCOCC1,-3.0,-9.1
Cc1sc2c(c1C)C(=O)NC(c1cccc(O)c1)N2 (stereo not drawn),-10.8,2.1
CCc1noc(C)c1C(=O)Nc1nnc(C2CCCCC2)s1,2.0,-25.0
COC/C=C/C1=CC2=CC(=O)C(C)(OC(=O)CCC(=O)OC)C(=O)C2=CO1 (stereo not drawn),3.5,0.2
O=C(OCc1cccc([N+](=O)[O-])c1)c1cc(=O)[nH]c2ccccc12,-5.5,-12.0
CCOC(=O)c1sc(Nc2cccc(C)c2C)nc1C,-7.6,-29.9
CCOc1ccccc1C(=O)Nc1cc(C(=O)NCC(C)C)ccc1Cl,-20.6,-1.8
O=C1OC(c2ccc(F)cc2)=C/C1=C\c1ccc([N+](=O)[O-])o1,-3.1,-2.5
N=C(N)N1CCc2ccccc2C1,-6.3,-2.9
O=C(Cn1nnc(-c2ccc(N3CCOCC3)cc2)n1)N1CCOCC1,-10.9,6.9
COc1cc(CCN2C(=O)N[C@@H](c3cccc(C(F)(F)F)c3)C(C(C)=O)=C2C)cc(OC)c1OC,0.8,-29.2
Cc1ccc(-c2csc(N3N=C(c4ccccc4)/C(=C\c4ccc(N(C)C)cc4)C3=O)n2)cc1,-9.4,-9.2
C/C=C\C(=O)Nc1cccc(C2=NOC3(C2)C[C@H](C(N)=O)N(C(=O)[C@H]2CCC(=O)N2)C3)c1 (stereo partly drawn),-4.1,-14.2
CCCCC(CC)CNC(=O)Cn1c(=S)[nH]c2ncccc2c1=O (stereo not drawn),6.0,-14.2
COC(=O)CCC(=O)OC1(C)C(=O)C2=CN(CCCCO)C(c3ccc(OC)cc3)=CC2=C(Br)C1=O (stereo not drawn),0.7,-11.8

# Among those listed so far, two have an aryl thioether with sulfur outside any ring.
SMILES,OXTR potentiate,CHO parental Ca
Cc1cc(C)n2nc(SCc3cc(=O)oc4cc(O)ccc34)nc2n1,-7.7,-19.8
CCN(CC)C(=O)CSc1nnc(COc2cccc(C)c2)n1C,-17.9,-19.8

# Next results
SMILES,OXTR potentiate,CHO parental Ca
COc1cc2c(=O)n(Cc3ccco3)c(=O)n(CC(=O)c3cccc(Br)c3)c2cc1OC,-12.5,-22.4
COc1cccc(C(=O)OCCN(C)C(C)(C)C)c1,-3.5,-2.8
Cc1ccc(/C=N/n2c(C)nc3ccccc3c2=O)s1,1.5,-2.8
CCC/C=C(\CCC)C(NS(=O)(=O)c1ccc(C(F)(F)F)cc1)c1ccccc1 (stereo not drawn),-14.2,-33.3
CC(=O)c1cc2c(cc1NC(=O)c1ccc(C)cc1)OCO2,-0.7,-10.7
CC1(C)Cc2c(c(N3CCOCC3)nc3sc4c(N5CCOCC5)nnnc4c23)CS1,-5.9,-11.5
CC1(C)Cc2c(c(N3CCCC3)[nH]c(=S)c2C#N)CO1,-11.6,-0.5
COc1ccc(C2CC(=O)c3cnc(N4CCc5ccccc54)nc3C2)c(OC)c1 (stereo not drawn),-4.1,-3.7
CC(C)c1ccc(C2C(C#N)=C(N)N3C(=C2C#N)Sc2ccccc23)cc1 (stereo not drawn),-10.9,-28.2
CN(C)C1=NC(=O)/C(=C/c2ccc(-c3ccc(S(N)(=O)=O)cc3)o2)S1,-0.6,0.3
Cc1ccc(S(=O)(=O)c2nc(C)oc2NCc2ccccc2)cc1,-3.5,-4.2
S=c1nc(C23CC4CC(CC(C4)C2)C3)nc2sccn12,-13.8,-10.5

# 7 neighbouring compounds from above, for reference:
SMILES,OXTR potentiate,CHO parental Ca
Cc1ccc(/C=N/n2c(C)nc3ccccc3c2=O)s1,1.5,-2.8
CCC/C=C(\CCC)C(NS(=O)(=O)c1ccc(C(F)(F)F)cc1)c1ccccc1 (stereo not drawn),-14.2,-33.3
CC(=O)c1cc2c(cc1NC(=O)c1ccc(C)cc1)OCO2,-0.7,-10.7
CC1(C)Cc2c(c(N3CCOCC3)nc3sc4c(N5CCOCC5)nnnc4c23)CS1,-5.9,-11.5
CC1(C)Cc2c(c(N3CCCC3)[nH]c(=S)c2C#N)CO1,-11.6,-0.5
COc1ccc(C2CC(=O)c3cnc(N4CCc5ccccc54)nc3C2)c(OC)c1 (stereo not drawn),-4.1,-3.7
CC(C)c1ccc(C2C(C#N)=C(N)N3C(=C2C#N)Sc2ccccc23)cc1 (stereo not drawn),-10.9,-28.2

# Next entries follow:
SMILES,OXTR potentiate,CHO parental Ca
CCN1/C(=C/C=C/C=C/c2sc3ccccc3[n+]2CC)Sc2ccccc21,-21.6,61.1*
Nc1ccccc1NC1=CC(=O)CC(c2ccccc2)C1 (stereo not drawn),-5.1,-15.9
COc1ccc(Cn2c(S(=O)(=O)CC(N)=O)nc3ccccc32)cc1[N+](=O)[O-],-4.8,-15.7
CC1CN(C(=O)c2ccncc2)CC(C)O1 (stereo not drawn),-6.0,-2.4
COc1ccc(N(CC(=O)N/N=C/c2ccc3c(c2)OCO3)S(=O)(=O)c2ccccc2)cc1,-8.3,-5.0
Cc1ccc(CN2CCc3c(OCC(=O)Nc4cc(C)ccc4C)cccc3C2=O)cc1,-13.6,-24.5
O=C(COc1cccc2c1CCN(Cc1ccccc1F)C2=O)N1CCOCC1,-1.3,-3.2
COCc1cc(=O)[nH]c(Nc2nc(C)c3cc(OC)ccc3n2)n1,-2.9,-9.0
Cc1[nH]n(-c2ccccc2)c(=O)c1C=NCc1ccco1,-9.0,-14.8
CCCCN(C)CC(O)Cn1cc(/C=C/C(=O)c2ccc(OCC)cc2)c2ccccc21 (stereo not drawn),-6.0,12.8
O=C1c2ccccc2C(=O)N1Cc1nc2ccccc2c(=O)n1Cc1ccco1,-6.6,4.0
O=C1c2c(O)cc(O)cc2O[C@H](c2ccc(O)c(O)c2)[C@@H]1O,-12.2,1.0

# Given with values under each structure: 2 of the compounds above
# Values run as follows: OXTR potentiate | CHO parental Ca
COCc1cc(=O)[nH]c(Nc2nc(C)c3cc(OC)ccc3n2)n1
→ -2.9 | -9.0
Cc1[nH]n(-c2ccccc2)c(=O)c1C=NCc1ccco1
→ -9.0 | -14.8

# Later entries:
SMILES,OXTR potentiate,CHO parental Ca
O=C(NCc1ccccc1)C1CCCC1,-8.1,-9.5
NC(=O)CN1CCOCCN(CC(N)=O)CCOCC1,-9.0,2.6
CCCn1c(=N)c(C#N)cc2c(=O)n3cccc(C)c3nc21,-13.6,-3.8
Cc1cc(=O)c2cc3nc(-c4cccnc4)oc3c(Br)c2o1,-8.8,-2.4
COc1cc(CC(=O)N/N=C/c2ccccc2)c([N+](=O)[O-])cc1OC,-1.8,-10.5
O=C1c2cccc(O)c2C(=O)c2c(O)cc(CO)cc21,-1.7,-1.3
Cc1ccc(S(=O)(=O)NCCc2nnc3ccc(SCC(=O)Nc4nc5ccccc5s4)nn23)cc1,-2.2,-3.9
CCC1C/C(=C/c2ccco2)C(=O)/C(=C/c2ccco2)C1 (stereo not drawn),8.4,-7.2
COc1ccc(N2CCN(C(=O)c3ccc4c(c3)NC(=O)C(CSCc3cccc(F)c3)N4)CC2)cc1 (stereo not drawn),-1.9,-15.7
Cc1cccc(NC(=O)C2C3C=CC(O3)C2C(=O)O)c1 (stereo not drawn),1.5,-5.0
CCOC(=O)N1CCc2c(sc(NC(=O)c3ccc(Cl)s3)c2C(N)=O)C1,-6.0,-6.0
CCn1c(=S)[nH]c2cc(C(=O)O)ccc21,-3.6,-2.0
Cc1c(Br)c([N+](=O)[O-])nn1CC(=O)Nc1ccc(CC#N)cc1,-0.8,1.9
COc1ccc(OC)c(Nc2nc(-c3sc(NC(=O)c4ccccc4)nc3C)cs2)c1,-1.2,-7.3
CC1=C(C)Cc2c(OC(=O)c3ccccc3)ccc(OC(=O)c3ccccc3)c2C1,1.5,-9.1
Cc1ccc(S(=O)(=O)c2ccccc2)cc1S,-7.6,-8.4
CC(=O)c1ccc(N2CCCC2)c(F)c1,-8.2,-24.1
O=[N+]([O-])/C(C(Cl)=C(Cl)Cl)=C(\Nc1ccc(F)cc1)n1cncn1,1.2,-9.6
S=C(Nc1ccccc1)N1CCC(C2CCN(C(=S)Nc3ccccc3)CC2)CC1,-6.5,-5.2
Cc1cc(NC(=O)CSc2nc(C3CC3)nc3sc4c(c23)CCC(C)C4)no1 (stereo not drawn),-5.8,-1.3
O=c1[nH]c(/C=C/c2ccc3c(c2)OCO3)c([N+](=O)[O-])c(=O)[nH]1,-11.3,9.6
CC(=O)c1ccc(OC(=O)c2cc3ccccc3oc2=O)cc1,6.3,-0.1
CCOC(=O)N1CCC(N2C(=O)c3ccccc3C2Nc2ccc(S(=O)(=O)N3CCCCC3)cc2)CC1 (stereo not drawn),-5.2,-13.2
CCN(CC)c1ccc(/C=C2/C(=O)N(c3ccc([N+](=O)[O-])cc3)N=C2N2CCOCC2)cc1,-8.4,4.2
C[C@@H]1NC(=O)[C@H](CCCN=C(N)N)NC(=O)c2cc([N+](=O)[O-])cc(I)c2OCC[C@@H](C(=O)NC(CC(=O)O)C(N)=O)NC1=O (stereo partly drawn),-4.1,1.6
CCn1c(COc2ccc(OC)cc2)nnc1SCc1nc2ccccc2c(=O)[nH]1,-3.2,0.8
O=C(c1cccc2ccccc12)n1nnc2ccccc21,-2.5,12.1
CC(C)(C)OC(=O)N1CCC2(CC1)Oc1ccc(F)cc1C(=O)C21CC(c2ccc(Cl)cc2)=NO1 (stereo not drawn),-11.2,-15.4
Cc1ccc(C)c(NC(=S)NCc2cccn2C)c1,-3.3,-22.7
CC(C)(C)NS(=O)(=O)c1cccc2nsnc12,-5.7,-1.1
COC(=O)c1cc(NC(=O)c2cccc(Cl)c2)c(=O)oc1/C=C/Nc1cc(C)cc(C)c1,-23.2,24.4
Cn1c(=O)c2c(nc(Oc3ccc4c(c3)OCO4)n2Cc2ccc(Br)cc2)n(C)c1=O,1.5,-10.9
